Cneo AK release = causes C. neoformans cell lysis; adenylate kinase release luminescence, 4 h; normalised: neutral wells 0, clomiphene wells 100; lysis activity, % at 15 µM; hit rate 0.2% among 360,000;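 active = mean lysis activity across replicates of at least 80%, whatever share of replicates individually reach that level; inactive = mean lysis activity below 80%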
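Assay system: Cryptococcus neoformans yeast cells / Dosing: single-point compound dose / Timing: 4 h at 37 °C static, read 1 h later / Measured by: luminescence of released adenylate kinase using an AK detection reagent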
FN deposit inh = fibronectin deposition inhibition | AH1F fibroblasts, Alexa488-fibronectin deposition fluorescence, overnight | inhibition, % at 12.6 µM | hit rate 0.086% among 350,000;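 active = mean inhibition across replicates of 30% or more, regardless of how many single replicates reach that level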;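 note: positive control wells lacked labelled fibronectin entirely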
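Test system: AH1F fibroblast monolayer depositing Alexa488-labelled fibronectin into matrix. Input: 10000 cells per well. Technique: fluorescence, ex 485 nm, em 525 nm. Buffer or medium: DMEM plus 2% serum, read in PBS. Timing: 1 h cell adhesion before compound, then overnight fibronectin incubation. Compound: single dose, pinned. Read-out basis: inhibition from reduced deposited-fibronectin fluorescence.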
EWS-Fli inh = EWS/Fli transcriptional activity inhibition; A673 NR0B1-luciferase reporter, viability-normalised; inhibition, % at 12.6 µM; hit rate 0.67% among 350,000; AID 651661;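 active = mean inhibition of at least 50% after viability correction, with every replicate also passing that limit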;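 note: firefly luciferase signal divided by Alamar Blue viability fluorescence both relative to DMSO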
PAX8 reporter = lowers PAX8-driven luciferase in RMG-I cells; inhibition, % at 12.6 µM; RMG-I TPO-luciferase reporter, SteadyGlo, 24 h; hit rate 1.2% among 360,000;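 active = mean replicate inhibition at least 60% with every replicate also reaching 60%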;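 note: luciferase light reporting Pax8 driven TPO promoter activity; plate controls were median of neutral control wells for no effect and mitoxantrone controls for full effect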
CASP6 VEID inh = inhibitors of human caspase-6. hit rate 0.53% among 350,000. P55212. AID 686996. purified caspase-6, Z-VEID-R110 cleavage fluorescence. inhibition, % at 12.5 µM;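 active = mean inhibition across replicates at least about 35%, with every replicate also reaching that limit, limit read from the data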;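 note: 0% = median of neutral control wells and 100% = no fluorescence left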
Target sequence (P55212 24-179 limits assumed): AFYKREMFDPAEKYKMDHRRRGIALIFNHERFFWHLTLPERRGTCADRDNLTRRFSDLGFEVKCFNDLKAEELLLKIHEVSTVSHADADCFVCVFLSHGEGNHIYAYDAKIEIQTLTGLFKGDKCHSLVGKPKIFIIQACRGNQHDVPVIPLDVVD
Target sequence (P55212 194-293 limits assumed): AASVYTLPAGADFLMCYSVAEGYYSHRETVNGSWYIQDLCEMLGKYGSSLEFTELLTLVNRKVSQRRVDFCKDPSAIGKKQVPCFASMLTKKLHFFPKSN
LGR2 inh = inhibitors of bursicon-induced Drosophila LGR2 receptor cAMP signaling. inhibition, % at 9.99 µM. AID 720647. HEK293 LGR2, CRE-luciferase, bursicon-stimulated, 4 h. hit rate 0.35% among 380,000;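 active = drop in luminescence signal, shown as inhibition above about 50% in the replicate tests, limit read from the data, passing the limit was not always enough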;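 note: agonist challenge used bursicon conditioned medium at about half maximal strength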
miR122 inh = inhibitors of miR-122 in Huh7 cells. hit rate 0.3% among 340,000. AID 602342. Huh7 miR-122 Renilla luciferase sensor, 48 h; neutral wells = 0, positive control = 100. activation (reporter increase), % at 12.5 µM;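 active = mean replicate activation score at least 90 and every replicate individually at or above 90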;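 note: higher luciferase means less miR-122 activity so hits act as miR-122 inhibitors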
PGC1a acetyl inh = PGC1a acetylation modulation, inhibitor mode; U2OS PGC1a acetylation, AlphaScreen anti-acetyl-lysine; with virally co-expressed GCN5 acetyltransferase; inhibition, % at 15.6 µM; hit rate 0.17% among 350,000; AID 651687;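 active = every replicate shows inhibition of at least 40%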;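 note: 0% = neutral control wells and 100% = positive control wells; some results beyond the cut were filed as inactive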
* = called active by the depositor; . = not tested or not shown; [ ] = dose if it differs, or a comment.

SMILES	Cneo AK release	FN deposit inh	EWS-Fli inh	PAX8 reporter	CASP6 VEID inh	LGR2 inh	miR122 inh	PGC1a acetyl inh
Cc1ccccc1CSc1nnc(-c2ccncc2)n1C	.	1	11	14	-4	0	.	.
Cc1nc(N)sc1-c1csc(Nc2cc(N(C)C)ccc2Cl)n1	.	-5	-10	8	5	-10	3	-7
CCOC(=O)c1cnc2c(c(C)nn2C)c1Oc1ccc(OC)cc1	4	6	5	-45	-1	-11	0	5
COc1ccc(C)cc1NC(=O)C1CCCN(S(=O)(=O)c2cccc3nonc23)C1 (configuration not stated)	.	6	-2	141*	-3	9	.	.
CC(=O)Nc1ccc(S(=O)(=O)NN=Cc2ccc(Cl)c(Cl)c2)cc1	.	6	-7	-5	3	-3	65	-1
C[C@H](CO)N1C[C@H](C)[C@H](CN(C)CC2CCCCC2)Oc2ccc(NC(=O)Cc3cn(C)c4ccccc34)cc2C1=O	6	.	13	.	-1	-9	2[16.7 µM]	9
CCC(=O)N1CCN=C1SCc1cc(C)ccc1C	0	-8	-6	5	-1	-3	-6	4
Cn1c(SCC(=O)Nc2ccc(N3CCOCC3)cc2)nnc1-c1ccccc1	-4	.	-3	.	4	-1	3	-13
O=C(NC1CCCCC1)C(=S)N1CCCC1	1	.	6	4	-3	-3	-5	-7
COc1cc(C)c(S(=O)(=O)N2CCOCC2)cc1C	1	.	-5	.	0	3	1	1
Cc1cc(C)cc(N(CC(=O)NC(C)(C)C)C(=O)CCC(=O)Nc2ccccn2)c1	1	0	-1	-8	1	-6	-3	-14
CC(C)N(CCCNC(=O)c1ccc(CS(=O)(=O)c2c(Cl)cccc2Cl)o1)Cc1ccccc1	2	-3	3	62*	-31	-12	-3	-2
CS(=O)(=O)Nc1ccc2c(c1)[C@@H]1C[C@@H](CC(=O)NCc3cc(F)ccc3F)O[C@H](CO)[C@@H]1O2	-1	-5	2	16	-1	-7	-1[16.7 µM]	1
Cc1ccccc1OCC(=O)Nc1nnc(-c2ccco2)s1	.	-17	-1	-2	-2	-8	.	.
Cc1cccc(NS(=O)(=O)c2ccc(S(=O)(=O)N3CCCC3)cc2)c1	-2	0	8	5	0	-2	24	-11
CCCCC(=O)NC(c1ccc(N(CC)CC)cc1)c1ccc2cccnc2c1O (configuration not stated)	3	-3	49	93*	4	.	.	.
COc1ccc(CN(C)C[C@@H]2OCCCC[C@@H](C)Oc3ccc(NC(=O)NC4CCCCC4)cc3C(=O)N([C@@H](C)CO)C[C@@H]2C)cc1	7	-9	2	.	0	6	-1[16.7 µM]	0
COc1cccc(NC(=O)C[C@H]2CC[C@@H]3[C@@H](COc4ccc(NC(=O)C5CCCCC5)cc4C(=O)N3C)O2)c1	-2	-1	14	26	2	0	-4[16.7 µM]	0
O=S(=O)(c1cccs1)N1CCCc2nc(-c3ccc(Br)cc3)ccc21	.	5	-12	-12	-2	12	.	.
O=S(=O)(NCCNc1ncc(C(F)(F)F)cc1Cl)C(F)(F)F	.	.	5	3	2	0	.	.
CCCNC(=O)N1C[C@@H](O)COC[C@@H]2O[C@H](CC(=O)N3CCC(Cc4ccccc4)CC3)CC[C@H]21	-1	-7	-3	0	2	2	-2[16.7 µM]	4
O=C(NCc1ccccn1)C(C(=O)c1cccc([N+](=O)[O-])c1)n1cc(Cl)ccc1=O (configuration not stated)	.	4	6	-2	3	17	.	-5
C[C@@H]1CCCCO[C@@H](CN(C)Cc2ccc(C(F)(F)F)cc2)[C@@H](C)CN([C@H](C)CO)C(=O)c2cc(NC(=O)Nc3cccc4ccccc34)ccc2O1	-1	-14	-2	-2	.	7	1[16.7 µM]	8
CC(=O)c1cccc(NC(=O)N2CCCC2C(=O)NCc2ccc3c(c2)OCO3)c1 (configuration not stated)	-3	0	-1	12	2	23	1	2
C[C@@H](NC(=O)C[C@@H]1C[C@H]2c3cc(NC(=O)C4CCOCC4)ccc3O[C@H]2[C@H](CO)O1)c1ccccc1	2	.	1	-17	2	-6	3[16.7 µM]	-7
SMILES	Cneo AK release	FN deposit inh	EWS-Fli inh	PAX8 reporter	CASP6 VEID inh	LGR2 inh	miR122 inh	PGC1a acetyl inh
C[C@H](CO)N1C[C@H](C)[C@@H](CN(C)C(=O)c2ccccc2F)Oc2ncc(-c3ccccc3)cc2C1=O	1	-2	7	-25	.	-2	.	-23
CCCCNC(=O)C1C(c2ccc(C(F)(F)F)cc2)=Nc2ccccc2N1C(C)=O (configuration not stated)	.	-1	-8	8	2	-25	.	.
Cc1ccc(NC(=O)c2oc3ccc(S(=O)(=O)N4CCC5(CC4)OCCO5)cc3c2C)cc1C	.	-5	30	23	2	26	8	-3
CCNC(=O)c1ccc(C2SCC(=O)N2CCc2ccccc2)cc1 (configuration not stated)	.	4	-1	12	-1	-7	.	.
O=S1(=O)CC(N2CCCCC2)CN1Cc1cn(Cc2cccc(C(F)(F)F)c2)nn1 (configuration not stated)	.	4	-7	-15	0	-6	.	.
CCC(=O)N1c2ccccc2C(N(C(=O)CC)c2ccccc2)CC1C (configuration not stated)	0	-3	5	8	3	0	.	-13
Cc1nnc(NC(=O)CSc2ccccn2)s1	4	-2	.	4	.	.	-6	.
O=C(Nc1sc2c(c1-c1nc3ccccc3[nH]1)CCCC2)C1CCCC1	1	-1	.	10	.	.	4	-5
COc1ccc2c3c(n(C)c2c1)[C@@H](CO)NCC31CCN(Cc2ccncc2)CC1	.	8	-2	.	0	2	.	4
CCOP(=O)(OCC)/C(C#N)=C(\O)c1ccc(OC)cc1	2	10	7	1	-3	6	-2	2
Cn1cc(-c2ccccc2C(N)=O)c(=O)c2ccccc21	-1	1	2	-5	1	4	0	-3
CCOC(=O)c1c(Nc2ccccc2N)cc(C)nc1C	.	5	.	.	.	23	10	8
CC(=O)Nc1ccc(OS(=O)(=O)c2ccc(Cl)cc2)cc1	-5	1	-13	-13	0	5	7	-3
COc1cccc(NC(=O)COC(=O)C2C3CC4OC(=O)C2C4C3)c1 (configuration not stated)	0	-9	-5	-11	0	-2	-4	0
N#Cc1c(F)cccc1N1CCC(C#N)CC1	.	13	8	-23	-3	7	.	.
N#C[C@@H]1[C@@H](c2ccc(-c3cccc(F)c3)cc2)[C@@H](CO)N1S(=O)(=O)c1cccc(F)c1	3	-14	-10	19	-4	0	.	-8
CO/N=C(\C)C(Cc1ccc(Cl)nc1)Cc1ccc(Cl)nc1	5	3	-3	27	-3	6	-5	-2
O=C(O)c1cccc2c1C(=O)c1ccccc1C2=O	2	-10	-2	-6	0	11	-8	.
CSc1cccc(NC(=O)CSc2nnc(C)s2)c1	3	7	.	8	.	.	-2	-2
CC(C)c1ccc(/C=c2\sc3n(c2=O)C(N)=C(C#N)C(c2ccc(C(C)C)cc2)C=3C(N)=O)cc1 (configuration not stated)	0	4	12	10	-3	2	15	-1
CCN(c1ccccc1)S(=O)(=O)c1ccc(C(=O)Nc2cccc(C)n2)cc1	-1	-2	-2	0	3	9	-17	-3
COc1ccc(S(=O)(=O)N[C@H]2CC[C@@H](CCn3cc(C(C)C)nn3)O[C@H]2CO)cc1	-5	-26	-1	-7	0	0	6[16.7 µM]	6
Cc1cccc(-n2cc(CN3CCN(Cc4nccn4C)CC3)c(-c3cccc(F)c3)n2)c1	.	-11	-7	-20	-24	-8	.	.
CC(C)C(=O)N1CCc2cc(-c3csc(N)n3)ccc21	0	.	.	.	6	-11	0	-3
Cc1nn(CC(=O)NCc2ccccc2)c(=O)c2cccn12	1	-2	.	-20	-1	-3	-1	7
SMILES	Cneo AK release	FN deposit inh	EWS-Fli inh	PAX8 reporter	CASP6 VEID inh	LGR2 inh	miR122 inh	PGC1a acetyl inh
CCCCNC(=O)C1C(c2ccc(C(F)(F)F)cc2)=Nc2ccccc2N1C(=O)c1cccc2ccccc12 (configuration not stated)	.	-8	-4	-12	1	-2	.	.
CCC(=O)NC(=S)Nc1cccc(Cl)c1N1CCCC1	2	4	27	1	-2	-2	-8	-5
C[C@@H]1CN([C@H](C)CO)C(=O)c2cccc(NS(=O)(=O)c3cccs3)c2O[C@H]1CN(C)Cc1ccncc1	5	.	-2	.	-2	3	-1[16.7 µM]	-6
O=C(CN1CC(=O)Oc2ccccc21)OCC(=O)c1ccccc1	3	.	.	.	.	5	-2	-2
CCCC(=O)c1ccc(N2CCCC2)c(F)c1	1	-14	.	-197	.	.	-13	2
O=C(CN1CCN(S(=O)(=O)c2ccc(F)cc2)CC1)c1ccc(O)c(O)c1	.	7	37	14	5	-20	.	-3
COCC#Cc1ccc2c(c1)O[C@@H](CN(C)C(=O)c1ccccc1F)[C@H](C)CN([C@@H](C)CO)S2(=O)=O	-1	-8	-9	-15	3	2	31[16.7 µM]	10
Cc1ccccc1Cc1ccc(Cl)nn1	.	-3	-9	4	-3	-19	.	-6
CC(C)NC(=O)N1[C@H](CO)[C@H](c2ccc(C#CC3CCCC3)cc2)[C@@H]1C#N	-3	2	-11	10	0	7	.	-11
CC(NCC(=O)Nc1ccccc1C(=O)NC1CC1)c1ccc(S(C)(=O)=O)cc1 (configuration not stated)	0	-2	1	-6	2	13	3	-1
Cc1nnc(-c2cnn(-c3ccccc3)c2N)n1Cc1ccc(F)cc1	0	-6	.	.	.	.	-4	5
O=C(CBr)c1ccc([N+](=O)[O-])c(CS(=O)(=O)c2ccc(Cl)cc2)c1	-1	-5	14	-8	1	1	.	.
CCCN(CC(=O)Nc1ccccc1OC)C(=O)c1cc(-c2cccs2)nn1-c1ccccc1	.	11	3	17	-4	1	.	.
CCOC(=O)N1CCN(Cc2nc3cc([N+](=O)[O-])ccc3n2C)CC1	0	5	3	-2	0	3	.	-5
CCOC(=O)c1cn[nH]c1NC(=S)Nc1ccc(Cl)cc1	-5	-9	-109	-127	1	-16	5	3
Cc1ccc(S(=O)(=O)N(C)C[C@H]2Oc3c(NS(C)(=O)=O)cccc3C(=O)N([C@H](C)CO)C[C@H]2C)cc1	0	0	-13	-13	1	30	4[16.7 µM]	-3
CCOP(=O)(Cc1ccc(C(C)(C)CC(C)=O)o1)OCC	5	2	6	23	2	1	.	39
COc1ccc(S(=O)(=O)N(C)C[C@H]2Oc3ccc(NC(=O)c4ccncc4)cc3CC(=O)N([C@H](C)CO)C[C@@H]2C)cc1	0	-12	-6	.	2	6	1[16.7 µM]	-1
CC(C)CN(C(=O)CCc1ccccc1Cl)c1c(N)n(Cc2ccccc2)c(=O)[nH]c1=O	0	7	0	-10	0	-4	-4	5
CCC(=O)c1ccccc1OCCCN1CCC(Cc2ccccc2)CC1	2	4	25	6	0	4	-2	0
CC(C)NC(=O)CSCc1c(Cl)cccc1Cl	-3	8	.	-23	.	.	1	-11
CCC12CN3CC(CC)(CN(C1)C3c1ccc([N+](=O)[O-])o1)C2=O (configuration not stated)	.	10	0	-1	-3	-5	.	4
COc1ccc(NC(=O)Nc2ccc3c(c2)OC[C@H](C)NC[C@H](C)[C@@H](OC)CN(C)C3=O)cc1	.	12	-2	.	0	11	.	7
CCOC(=O)c1cc(-c2ccccc2)sc1NC(=O)C(C)Sc1nnc(N)s1 (configuration not stated)	0	9	.	-17	.	-6	-7	-14

Screening data deposited in PubChem BioAssay by Broad Institute.

Compounds were not picked by outcome; overall some 2.5% were active at least once.
